STAT3 inh: STAT3 signaling inhibition. U3A cells, IL-6 STAT3-luciferase reporter, luminescence; host cell line lacks STAT1. inhibition, % at 5.5 µM. 0.89% of 190,000 active;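 active means inhibition above the mean inhibition across all screened compounds plus 3 SD, cut at about 44% in these data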;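 further: 0% = DMSO only wells and 100% = 100 µM nifuroxazide control wells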
STAT1 inh: STAT1 signaling inhibition; NIH 3T3 STAT1-luciferase reporter, IFN-gamma, luminescence; inhibition, % at 5.5 µM; 0.35% of 200,000 active; AID 920;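 active means inhibition above a set limit, the mean inhibition across all tested compounds plus 3 SD, cut at about 34% in these data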;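 further: 0% = IFN-gamma with DMSO and 100% = IFN-gamma with 300 µM nifuroxazide; values of inactives mirror those of a sister screen read the other way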
NF-kB expr up: raises NF-kB expression in human neuronal cells | NF-kB reporter expression; hits give high values | fold change at 12.5 µM | 1.6% of 190,000 active; in the data active means fold change above about 3.3
ROMK mod: modulates human ROMK potassium channel activity; B-score at 10 µM; Tet-inducible ROMK, thallium flux fluorescence; actives lie on both sides; 2% of 130,000 active; P48048;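 active means signal ratio slope over the read window, or its plate-corrected B-score, at least 3 SD from the plate mean, either direction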;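 further: B-score of the F/F0 ratio slope over 7 to 12 s after thallium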
Target sequence (P48048 whole entry, looked up): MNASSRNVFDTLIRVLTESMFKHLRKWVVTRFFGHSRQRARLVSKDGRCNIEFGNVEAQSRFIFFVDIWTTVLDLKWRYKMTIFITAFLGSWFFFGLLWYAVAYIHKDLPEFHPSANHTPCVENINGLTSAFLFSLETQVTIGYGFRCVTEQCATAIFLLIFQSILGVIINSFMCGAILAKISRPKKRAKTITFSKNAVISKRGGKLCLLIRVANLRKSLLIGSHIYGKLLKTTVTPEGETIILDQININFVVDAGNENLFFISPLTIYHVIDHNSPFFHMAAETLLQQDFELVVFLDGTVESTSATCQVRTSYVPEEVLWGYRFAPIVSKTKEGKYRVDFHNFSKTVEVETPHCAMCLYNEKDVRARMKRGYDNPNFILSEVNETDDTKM
APP transl inh: APP translation inhibition | 0.82% of 190,000 active | SH-SY5Y APP 5'UTR-luciferase reporter, luminescence | AID 1285 | inhibition, % at 2 µM;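 active means inhibition above a set limit, derived from the sample mean plus 3 SD, cut at about 45% in these data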; further: values of inactives mirror those of a sister screen read the other way
STAT1 activator: increases IFN-gamma driven STAT1 reporter signal; AID 932; NIH 3T3 STAT1-luciferase reporter, luminescence; 100% = IFN-gamma alone, no compound; 2.6% of 200,000 active; activation (% of control), % at 5.5 µM;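 active means activation above the screen-wide mean activation plus 3 SD, cut at about 130% in these data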;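 further: raw ratio to IFN-gamma control signal so 100% means no change and 0% no light; values of inactives mirror those of a sister screen read the other way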
STAT3 activator: increases IL-6 driven STAT3 reporter signal. U3A cells, IL-6 STAT3-luciferase reporter, luminescence; 100% = signal with IL-6 EC80 alone. activation (% of control), % at 5.6 µM. 0.91% of 190,000 active. AID 871;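 active means activation above the screen-wide mean of compound activation plus 3 SD, cut at about 130% in these data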;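 further: 0% = background luminescence of wells with medium and substrate only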
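Assay system – human STAT1-deficient U3A cells with stable STAT3-luciferase reporter · Also added – IL-6 (33 ng/mL) · Schedule – compound 1 h, then IL-6 6 h at 37 °C · Technique – reporter luminescence signal · Evaluation – % activation versus median of IL-6-stimulated wells · Benchmarks – IL-6-only wells as 100% reference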
FLuc stim CS: affects firefly luciferase, flagging false hits in luciferase stimulation screens | AID 1027 | ATPlite luciferase biochemical, luminescence, 10 min; 0 = ATP-free wells, 1 = DMSO control | P08659 | 200,000 tested, under 10 active | activation factor at 10 µM;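 active means luciferase activation factor, scaled between plate controls, of at least 2 with compound at 10 µM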
Target sequence (P08659 whole entry, looked up): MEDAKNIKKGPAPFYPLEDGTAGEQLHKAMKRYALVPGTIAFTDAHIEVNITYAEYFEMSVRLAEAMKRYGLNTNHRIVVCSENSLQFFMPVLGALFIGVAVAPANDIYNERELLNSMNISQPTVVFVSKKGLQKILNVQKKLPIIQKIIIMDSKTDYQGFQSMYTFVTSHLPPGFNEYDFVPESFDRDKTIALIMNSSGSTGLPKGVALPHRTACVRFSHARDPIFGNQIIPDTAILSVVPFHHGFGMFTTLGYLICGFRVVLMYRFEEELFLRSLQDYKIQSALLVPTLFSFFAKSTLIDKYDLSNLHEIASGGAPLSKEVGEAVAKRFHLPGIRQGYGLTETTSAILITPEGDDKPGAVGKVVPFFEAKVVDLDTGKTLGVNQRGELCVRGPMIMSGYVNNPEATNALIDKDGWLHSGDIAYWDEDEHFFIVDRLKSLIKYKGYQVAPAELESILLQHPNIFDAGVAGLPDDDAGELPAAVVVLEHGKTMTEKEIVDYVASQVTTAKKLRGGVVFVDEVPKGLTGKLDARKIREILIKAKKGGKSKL
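System: Luciferase/luciferin detection reagent, cell-free biochemical luciferase assay | Medium: PBS buffer for ATP | Dosing: Test compounds dosed from 2 mM stocks in 100% DMSO | Timing: 10 min at ambient temperature | Signal: Luminescence measurement of luciferase light output | Evaluation: Luciferase activation, seen as luminescence increase over controls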
APP 5'UTR act: activates APP 5'UTR luciferase reporter. activation, % at 2 µM. SH-SY5Y APP 5'UTR luciferase reporter, luminescence; zero percent = DMSO vehicle wells. 1% of 190,000 active;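 active means activation above a set limit, based on mean plus 3 SD of controls, cut at about 140% in these data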; further: values of inactives mirror those of a sister screen read the other way
FLuc inhib CS: counter-screen for luciferase assay inhibitors: firefly luciferase inhibition; P08659; ATPLite firefly luciferase biochemical luminescence, 10 min; inhibition, % at 10 µM; 1.5% of 200,000 active; AID 1006;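 active means inhibition above about 50% when tested at 10 µM, limit read from the data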
* = called active by the depositor; / = no result given.

SMILES | STAT3 inh | STAT1 inh | NF-kB expr up | ROMK mod | APP transl inh | STAT1 activator | STAT3 activator | FLuc stim CS | APP 5'UTR act | FLuc inhib CS
CCN(CC)c1ccc(NC(=O)Cn2cc3c(n2)CCC(C)C3)c(C)c1 (configuration not stated) | -17 | 2 | 1.1 | / | 0 | 99 | 114 | 1 | 0 | -4
Cn1c(=O)c2c(SCc3ccccn3)nc(C3CC3)nc2n(C)c1=O | 18 | -9 | 1.1 | / | -15 | 105 | 85 | 1 | 15 | -1
CCC(C)N1CC23C=CC(O2)C(C(=O)OC)C3C1=O (configuration not stated) | -8 | -13 | 1.1 | / | -23 | 109 | 106 | 1 | 23 | -2
Cc1c(O)nc(SCC(=O)Nc2ccc3c4c(cccc24)CC3)n(-c2ccccc2)c1=O | -1 | 5 | 0.84 | 1 | 14 | 95 | 99 | 1 | -14 | -1
Cc1ccc(C(=O)COC(=O)CNC(=O)c2cccs2)cc1 | -6 | -5 | 1.1 | 0.0087 | 2 | 102 | 105 | 1.1 | -2 | -8
Cc1nn(-c2ccccc2)c(C)c1NC(=O)CCl | 2 | -1 | 1.2 | -0.98 | -8 | 101 | 102 | 1 | 8 | -1
Cn1nnc(NC(=O)c2cccc(OCc3ccccc3)c2)n1 | 7 | -8 | 1.5 | / | -26 | 108 | 98 | 1 | 26 | -2
COc1ccccc1N1CCN(Cc2cc(=O)n3ccsc3n2)CC1 | -8 | 5 | 1.2 | / | 6 | 95 | 109 | 1.1 | -6 | -5
Cc1ccc(-n2cc(CNCCCN3CCCC3=O)c(-c3ccc(F)cc3)n2)cc1 | 11 | 5 | 0.8 | -1.1 | -9 | 94 | 95 | 1 | 9 | 3
Cc1ccc(C(=O)N/C(=C\c2cccs2)C(=O)NCc2ccncc2)cc1 | 5 | -7 | 1.2 | / | -3 | 106 | 101 | 1 | 3 | 0
Cn1nnnc1SCC(=O)NC1CCCc2ccccc21 (configuration not stated) | 10 | 2 | 1.3 | -0.59 | -26 | 96 | 100 | 1 | 26 | -4
COC(=O)COc1ccc2cccc(-n3cnnn3)c2c1 | 0 | -2 | 1.2 | -0.21 | -8 | 101 | 102 | 1.1 | 8 | -5
CCOC(=O)C1CCN(c2nc(-c3ccc(C)cc3)nc3ccccc23)CC1 | -14 | 3 | 1.1 | -0.27 | 9 | 97 | 119 | 1 | -9 | -3
O=C(COC(=O)c1cccc(S(=O)(=O)N2CCCCC2)c1)NC1CCCc2ccccc21 (configuration not stated) | 1 | 10 | 0.97 | -1.4 | -6 | 91 | 101 | 1.1 | 6 | -10
CCN(CC(=O)NC(C)C)C(=O)Cc1ccc(C)c(C)c1 | 3 | -3 | 1 | -0.036 | -19 | 102 | 101 | 1 | 19 | 0
CCOC(=O)CNC(=S)N(Cc1ccccc1)Cc1cccs1 | -2 | 4 | 1.1 | -0.64 | -22 | 94 | 104 | 0.8 | 22 | 22
CCOC(=O)c1ccc(NC(=O)CCc2c(C)nc3ncnn3c2C)cc1 | 8 | 4 | 1.4 | / | -13 | 97 | 96 | 1 | 13 | 0
Cc1onc(-c2ccccc2Cl)c1C(=O)NNC(=O)c1nn(C)cc1Cl | 9 | 2 | / | 0.86 | -13 | 98 | 97 | 1.1 | 13 | -6
CCOC(=O)Cc1csc(NC(=O)c2ccc(C)o2)n1 | 0 | 2 | 2.3 | / | -6 | 98 | 103 | 1 | 6 | -1
COc1ccc(N2CCN(C(=O)CNS(=O)(=O)c3ccc(C)c(C)c3)CC2)cc1 | -1 | -2 | 1.1 | -0.038 | 5 | 102 | 102 | 1 | -5 | 1
COC(=O)COc1ccc(S(=O)(=O)N2CCN(c3ccccc3F)CC2)cc1C | 8 | -4 | 1.2 | / | 11 | 103 | 98 | 1.1 | -11 | -11
CCNC(=S)NNC(=O)c1cc(-c2ccccc2C)nc2ccccc12 | 0 | -2 | 0.82 | -0.69 | 10 | 102 | 106 | 1 | -10 | 2
Cc1nn(Cc2ccc(Cl)cc2)c(C)c1NC(=O)c1c(-c2ccccc2)noc1C | 3 | 5 | 1 | -1.3 | -2 | 95 | 100 | 1 | 2 | -3
COc1ccc(C)cc1NC(=O)CN1CCN(CC(=O)Nc2ccccc2F)CC1 | 15 | -2 | 0.83 | -0.21 | -8 | 102 | 94 | 1.1 | 8 | -10
Cc1cccc(NS(=O)(=O)c2ccc3c(c2)NC(=O)CC(=O)N3)c1 | 4 | 3 | 1.1 | -0.88 | 0 | 97 | 101 | 1.1 | 0 | -5

Pulled by compound from the list above:
SMILES | STAT3 inh | STAT1 inh | NF-kB expr up | ROMK mod | APP transl inh | STAT1 activator | STAT3 activator | FLuc stim CS | APP 5'UTR act | FLuc inhib CS
COC(=O)COc1ccc(S(=O)(=O)N2CCN(c3ccccc3F)CC2)cc1C | 8 | -4 | 1.2 | / | 11 | 103 | 98 | 1.1 | -11 | -11
COC(=O)COc1ccc2cccc(-n3cnnn3)c2c1 | 0 | -2 | 1.2 | -0.21 | -8 | 101 | 102 | 1.1 | 8 | -5
CCOC(=O)C1CCN(c2nc(-c3ccc(C)cc3)nc3ccccc23)CC1 | -14 | 3 | 1.1 | -0.27 | 9 | 97 | 119 | 1 | -9 | -3

Additional compounds follow:
SMILES | STAT3 inh | STAT1 inh | NF-kB expr up | ROMK mod | APP transl inh | STAT1 activator | STAT3 activator | FLuc stim CS | APP 5'UTR act | FLuc inhib CS
Cc1ccc(-c2nc3sc4c(c3c(=O)n2N)CCCC4)cc1 | 8 | -90 | 5.1* | 1.6 | -143 | 178* | 93 | 0.9 | 143* | 12
Cc1ccc(CNC(=O)Cn2cccc2C(=O)c2ccccc2)cc1 | 7 | -2 | 1.1 | -0.054 | 1 | 102 | 93 | 1.1 | -1 | -6
N#CCCN(Cc1cccnc1)C(=O)Nc1cccc(Cl)c1 | 1 | -1 | 1.4 | 0.36 | 2 | 101 | 105 | 1.1 | -3 | -7
O=C(NCCCN1CCOCC1)c1cc(C(=O)C2CC2)c[nH]1 | 0 | 1 | 1.4 | / | -4 | 99 | 101 | 1.1 | 3 | -8
COc1ccc(NC(=O)CC2SC(=Nc3ccccc3)NC2=O)c(OC)c1 (configuration not stated) | 6 | 4 | 0.96 | / | 14 | 96 | 99 | 1.1 | -14 | -5
Nc1nc(NC(=O)Cc2ccccc2)nn1-c1ccccc1 | 9 | -3 | 1.1 | 0.88 | 12 | 103 | 97 | 1 | -12 | -3
CCOc1ccc(OCC)c(NC(=O)CSCCc2ccccn2)c1 | -8 | 4 | 1.1 | -0.65 | -14 | 97 | 113 | 1 | 14 | -3
COc1cccc(CCc2nnc(CCC(=O)NCCc3cccc(C)n3)o2)c1 | 3 | 5 | 1.7 | / | -19 | 94 | 99 | 1.1 | 19 | -8
COc1ccc(CNC(=O)C2CCCN2C(=O)NC2CCCCC2)cc1 (configuration not stated) | 4 | 1 | 0.94 | / | 9 | 99 | 99 | 1 | -9 | -2
COc1c(C)cc(C(=O)C2CCCN(C(=O)c3ccc4[nH]ccc4c3)C2)cc1C (configuration not stated) | -5 | 0 | 0.95 | 0.43 | -3 | 98 | 108 | 1.1 | 3 | -8
Cc1oc(-c2cccc(Cl)c2)nc1CN1CCC(C(=O)N2CCN(c3ccccc3F)CC2)CC1 | / | 9 | 0.57 | / | 2 | 91 | / | 1 | -2 | -2
Cc1c(NC(=S)NC(=O)c2cc3ccccc3o2)c(=O)n(-c2ccccc2)n1C | 1 | -3 | 1.1 | 0.54 | 0 | 103 | 99 | 1.1 | 0 | -5
CCCC1CCC(=NNS(=O)(=O)c2ccc(C)c([N+](=O)[O-])c2)CC1 (configuration not stated) | 1 | 9 | 0.96 | -0.65 | 25 | 92 | 101 | 1.1 | -25 | -14
O=C(O)c1ccc(N2C(=O)/C(=C/C=C/c3ccccc3)SC2=S)cc1 | 1 | -9 | 1 | -3.2 | 20 | 107 | 105 | 1.1 | -20 | -6
CCNS(=O)(=O)c1ccc(NC(=S)NCc2ccco2)cc1 | 0 | -5 | 1.3 | -1.2 | 8 | 104 | 102 | 1.1 | -8 | -5
CC(C)CC(NC=C1C(=O)OC(C)(C)OC1=O)C(=O)O (configuration not stated) | -3 | 5 | 1.1 | -0.3 | -1 | 95 | 105 | / | 1 | /
Cc1cc(C(=O)OCC(N)=O)c(C)n1-c1ccccc1 | -6 | -15 | 1.5 | 0.65 | -27 | 114 | 105 | 0.9 | 27 | 10
CCOc1cc(/C=C2/NC(=O)N(CC(=O)OC)C2=O)ccc1O | 24 | -11 | 0.91 | 0.83 | -3 | 108 | 86 | 1 | 3 | -1
Cc1c(C(=O)O)cccc1-c1ccc(/C=C2/NC(=O)N(c3ccccc3)C2=O)o1 | -8 | -36 | 1.6 | 0.27 | -42 | 131* | 110 | 1 | 42 | 0
CN(C)CCN(C(=O)CCc1ccccc1)c1nc2c(F)cc(F)cc2s1 | 6 | 1 | 1.1 | -0.014 | -16 | 98 | 97 | 1.1 | 16 | -6
CCSc1nc2ccccc2n1C(=O)Oc1ccccc1 | -1 | 9 | 0.86 | 0.21 | 9 | 85 | 104 | 1.1 | -9 | -5
Cc1cc(NCCCN)nc(-c2ccccc2O)n1 | -6 | -20 | 1.4 | -1.2 | -32 | 118 | 113 | 1.1 | 32 | -9
COC(=O)Cc1[nH]nc2c1C(c1cccc(OC)c1OC)C(C#N)=C(N)O2 (configuration not stated) | 0 | -2 | 1 | 0.0079 | -14 | 103 | 106 | 1 | 14 | -1
CC(=O)c1c(C)[nH]c(C(=O)Nc2ccccc2N2CCOCC2)c1C | 17 | -1 | 1.2 | 0.72 | 1 | 101 | 88 | 1.1 | -1 | -6
COc1ccccc1N(C(=O)CNC(=O)c1ccco1)C(C(=O)NC1CCCC1)c1ccncc1 (configuration not stated) | -9 | 5 | 1.1 | / | -12 | 96 | 107 | 1 | 12 | -1
SMILES | STAT3 inh | STAT1 inh | NF-kB expr up | ROMK mod | APP transl inh | STAT1 activator | STAT3 activator | FLuc stim CS | APP 5'UTR act | FLuc inhib CS
N=C1C(c2nc3ccccc3s2)=C(O)CN1c1ccccc1 | 4 | -55 | 1.6 | 1.1 | -17 | 149* | 103 | 1 | 17 | 2
CN(Cc1cccs1)C(=O)Cn1cnc2cc([N+](=O)[O-])ccc2c1=O | 6 | -1 | / | 0.092 | -8 | 99 | 99 | 1.1 | 8 | -9
Cc1c(C(=O)O)sc2nc3n(c(=O)c12)CCC3 | 15 | 10 | 1.1 | 0.17 | -30 | 90 | 93 | 1 | 30 | -5
CC(=O)N/C(=C\c1ccc(F)cc1)C(=O)NC(Cc1c[nH]c2ccccc12)C(=O)O (configuration not stated) | -5 | 1 | 0.98 | / | -8 | 99 | 103 | 1 | 8 | -4
COc1ccccc1C(=O)Nc1ccccc1C(=O)N1C(C)CCCC1C (configuration not stated) | 9 | 1 | 1.3 | 0.41 | -8 | 99 | 100 | 1 | 8 | -4
COc1ccccc1OCCCCN1CCN(C(c2ccccc2)c2ccccc2)CC1 | -4 | 4 | 0.79 | -1.4 | -6 | 96 | 102 | 0.9 | 6 | 6
CC(C)C(=O)Nc1ccc(NC(=O)c2ccccc2Cl)nc1 | -10 | -36 | 1.9 | 0.17 | -33 | 132* | 111 | 0.7 | 33 | 31
O=C(COC(=O)c1ccccn1)Nc1nccs1 | 10 | -6 | 1.3 | 0.066 | 13 | 106 | 92 | 1 | -13 | -2
CCCCn1c(=O)[nH]c(=O)c2c1nc(COc1ccc(C#N)cc1)n2CCC | -5 | 2 | 0.98 | / | 0 | 98 | 109 | 1 | 0 | -3
